# Source: PubChem BioAssay
# influenza NS1A – NS1A inhibition, H1N1 influenza, cell based functional assay (AID 504329); inhibition, % at 12.5 µM, or IC50 in µM where a hit was titrated; actives 0.3% (n = 340,000); NS1A functional cell-based assay, percent inhibition; higher % means a stronger effect; in the data active means a potency from the dose series; inconclusive means inhibition above about 27% without an active follow-up result; further: strong numbers were not always called active
# inhibitors of VEEV – inhibitors of VEEV TC-83 cytopathic effect, confirmation, Vero cells (AID 588727) | inhibition, % at 20 µM, or IC50 in µM where a hit was titrated | actives 0.13% (n = 350,000) | Vero cells, VEEV TC-83 cytopathic effect inhibition; higher % means a stronger effect; in the data active means a potency from the dose series; inconclusive means inhibition mostly from about 14% at the one dose, without a potency; inactive means the rest, 99 in 100 with inhibition below about 12%; further: strong numbers were not always called active
# H37Rv inhibition – M. tuberculosis growth inhibition, HTS (AID 449762); M. tuberculosis H37Rv growth inhibition, 7H9 media; higher % means a stronger effect; actives 0.59% (n = 330,000); inhibition, % at 25 µM, or IC50 in µM where a hit was titrated; in the data active means a potency from the dose series; inconclusive means inhibition above about 70% without an active follow-up result;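 further: bacterial growth assessed after seven days of incubation; strong numbers were not always called active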
# M. tuberculosis – growth inhibition of non-replicating M. tuberculosis (AID 488890) | actives 0.39% (n = 320,000) | one-dose inhibition, % at 25 µM; IC50 in µM for titrated hits | Mycobacterium tuberculosis non-replicating, growth inhibition; higher % means a stronger effect; in the data active means a potency from the dose series; inconclusive means inhibition mostly from about 82% at the one dose, without a potency; inactive means the rest, 99 in 100 with inhibition below about 76%;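 further: plate controls were DMSO cells for no effect and high antibiotic wells for full effect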
# Salmonella PhoP GFP – Inhibition of PhoP regulon, Salmonella typhi GFP reporter cells, confirmation, 4 h (AID 1850). one-dose inhibition, % at 50 µM; IC50 in µM for titrated hits. Salmonella Typhi PhoP-promoter GFP reporter, fluorescence, 4 h; higher % means a stronger effect. actives 0.33% (n = 310,000); in the data active means a potency from the dose series; inconclusive means inhibition mostly from about 25% at the one dose, without a potency; inactive means the rest, 99 in 100 with inhibition below about 19%;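 further: 0% = induced wells with vehicle and 100% = uninduced wells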
# inhibitors of VEEV 10K pilot screen – also measured in inhibitors of VEEV; calls as there; inhibition, %; measured here: 10K pilot screen inhibition
# The depositor's hits bear a star; i = inactive; ? = inconclusive; nt = not tested or not shown.
SMILES,influenza NS1A,inhibitors of VEEV,H37Rv inhibition,M. tuberculosis,Salmonella PhoP GFP,others
CC1(C)CC(OC(=O)c2ccco2)CC(C)(C)N1O,-5%,2.2%,-4%,6%,-12%,
Cc1ccc(C(=O)N(CCN2CCCCC2)CC2CCCN(C3CCCC3)C2)s1 (centres undefined),-3%,1.8%,nt,nt,nt,
CC(=O)CCC1C2C(O)C(C(C)C)C(OC(=O)/C=C/c3ccccc3)CC12C (centres undefined),2%,0.9%,-15%,15%,-3%,
Cc1cc(-c2ccccc2)cc(-c2ccccc2)[n+]1CCc1ccccc1,-5%,i,-8%,57%,-2%,
CCOC(=O)N/N=C/c1c(F)c(F)c(F)c(F)c1F,-2%,0.9%,4%,25%,-5%,
C[C@H](NC(=O)c1nc[nH]c1C(=O)NCC(=O)OCc1ccccc1)C(=O)OCc1ccccc1,-5%,1.4%,-2%,49%,-1%,
COCCNC(=O)c1ccc(N2CC3CC(C2)c2cccc(=O)n2C3)c(NC(=O)c2ccc(Br)o2)c1 (centres undefined),-3%,0.1%,-5%,-13%,3%,
O=C(c1cccs1)N1CCN(c2cc(Cl)ccc2Cl)CC1,7%,0.8%,5%,21%,0%,
COc1ccccc1N1CCN(CC(=O)c2c(C)[nH]c3ccccc23)CC1,1%,0.4%,2%,21%,-12%,
CC1(C)CC(=O)C2=C(C1)Nc1ccccc1N=C2,nt,nt,-4%,43%,9%,
Cc1cc(OC(C)C(=O)N2CCN(c3ccc(F)cc3)CC2)c2c(C)cc(=O)oc2c1 (centres undefined),-3%,0.8%,5%,2%,8%,
CC1CCCCN1C(=O)Cn1c(=O)oc2cc(S(=O)(=O)N3CCCCC3)ccc21 (centres undefined),11%,0.3%,0%,-5%,-5%,
CC1CCN(S(=O)(=O)c2ccc3c(c2)N(C)C(=O)CC(=O)N3C)CC1,1%,i,-13%,22%,-13%,
CC1(C)C(=O)OC(c2cccs2)C(C)(C)C1=O (centres undefined),-8%,0.3%,-5%,-6%,13%,
C#CCOCCOCCOCCNc1nc(N2CCN(C(=O)[C@H]([C@@H](C)O)n3cc(CCCCN)nn3)CC2)nc(N2CCN(C(=O)[C@H]([C@@H](C)CC)n3cc(CCCN=C(N)N)nn3)CC2)n1,-11%,0.1%,55%,56%,0%,
CCn1c2ccccc2c2cc(NC(=O)CSc3nnc(-c4ccc(OC)c(OC)c4)n3N)ccc21,11%,i,17%,60%,-4%,
CCn1c(=N)c(C(=O)NC)cc2c(=O)n3cccc(C)c3nc21,5%,0.4%,nt,nt,nt,
O=C(O)CCCSc1nccn1-c1ccccc1,3%,4.1%,-10%,-5%,-7%,
Cn1cc(S(=O)(=O)N2CCOCC2)cc1C(=O)O,1%,i,-4%,2%,nt,
CC1CCN(C(=S)NC(=O)c2ccccc2Br)CC1,-8%,1.1%,-7%,13%,-7%,
COc1ccc(N2CCN(C(=O)c3cn(C)c4ccc(S(=O)(=O)N5CCOCC5)cc4c3=O)CC2)cc1,1%,1.4%,6%,5%,-3%,
COCCN(C(=O)c1ccc(C)o1)c1c(N)n(CC(C)C)c(=O)[nH]c1=O,4%,i,-3%,-11%,nt,
CC1CC1C(=O)Nc1nc(-c2ccc(Cl)s2)cs1 (centres undefined),-9%,2.8%,14%,46%,10%,
Oc1ccccc1-c1nnc2n1CCCCC2,-1%,1.0%,-10%,-15%,-4%,
O=C(Nc1nnc(SCc2c(Cl)cccc2Cl)s1)c1cccc([N+](=O)[O-])c1,-5%,5.7%,-5%,3%,0%,
COCCSc1ccccc1C(=O)NCCc1ccccc1,9%,2.8%,-5%,20%,3%,
Cc1nc2ccccc2c(C)c1CC(=O)OC(C)C(=O)NC1(C#N)CCCCC1 (centres undefined),-4%,7.7%,4%,-7%,3%,
O=S(=O)(NCc1cccnc1)c1ccc(Cl)c(Cl)c1,-25%,1.2%,3%,7%,8%,
O=C(CSC(=S)N1CCOCC1)Nc1nc(-c2ccccc2)c(-c2ccccc2)o1,19%,4.7%,?,7%,4%,
Cc1ccc(N2CC(C(=O)NC3CCC(C)CC3)CC2=O)cc1 (centres undefined),-9%,1.3%,1%,-1%,-12%,
O=C(Nc1ccc2c(c1)OCO2)[C@@H]1[C@@H]2C(=O)N(C3CCCCC3)C(=O)[C@@H]2C2c3ccccc3C=CN21 (some centres undefined),nt,nt,-17%,33%,3%,
O=C(CCn1c(=O)sc2ccccc21)NC1=NCCS1,-2%,i,-5%,-21%,1%,
NC(=O)c1cc([N+](=O)[O-])ccc1NCc1ccc(N)cc1,6%,1.1%,-3%,-7%,-1%,
CCCN1CC=C2C(C#N)=C(N)C(C#N)(C#N)C(c3cccc(OC)c3OC)C2C1 (centres undefined),-13%,2.1%,-5%,10%,-4%,
Cc1ccc2c(c1)C1CN(C)CCC1N2C(=O)c1cccnc1Cl (centres undefined),-11%,1.1%,4%,-5%,1%,
COC(=O)NNC(=O)C12CC3CC(CC(C3)C1)C2,13%,1.6%,-2%,-35%,-10%,
CCOC(=O)CC1=NN(c2ccccc2)C(=O)C1=c1sc(=C2SC(C)=C(C)N2CC)c(=O)n1CC,1%,2.0%,nt,nt,nt,
CCN(c1ccccc1)S(=O)(=O)c1cc(NC(=O)Nc2ccccc2C#N)ccc1Cl,0%,11%,6%,7%,-2%,
Cc1cccc(C)c1NC(=O)CSc1nnc([C@@H]2CCCN2C(=O)OC(C)(C)C)o1,3%,3.2%,11%,-1%,-6%,
CC(=O)Nc1cc2c3c(c1)CCN3C(=O)CC2,4%,1.8%,-8%,-12%,3%,
CC1(C)CC(=NO)CC(C)(C)N1,6%,i,-4%,2%,-4%,
Cc1ccc(C)c(NC(=S)NNC(=O)c2csc3c2CCC(C)C3)c1 (centres undefined),5%,i,4%,8%,1%,
COC(=O)C1=C(c2ccc(-c3ccccc3)c(F)c2)C[C@@H]2CC[C@H]1N2C(=O)NCc1ccc(F)cc1,5%,3.4%,-6%,-21%,nt,
O=C1CSC(=S)N1c1cccc(Br)c1,-1%,0.4%,-1%,-11%,-6%,
O=C(Cn1cnc2c(cnn2-c2ccccc2)c1=O)N1CCN(c2ccc(F)cc2)CC1,-3%,i,3%,32%,-1%,
COc1ccccc1CNS(=O)(=O)c1ccc2c(c1)NC(=O)CS2,-5%,2.8%,-6%,-2%,-2%,
Cc1ccc(S(=O)(=O)N2CCN(C(=O)CN3C(=O)c4ccc([N+](=O)[O-])cc4C3=O)CC2)c(C)c1,-12%,1.8%,-10%,-24%,0%,
CN(CC/C=C1/c2ccccc2CSc2ccccc21)CCCO,-2%,1.3%,-12%,27%,1%,
CCCCOC(=O)C1=C(C)NC2=C(C(=O)CCC2)C1c1cc(OC)ccc1OC (centres undefined),12%,4.8%,-5%,13%,-8%,
C=CCNC(=O)c1onc(CSc2ccc(C)c(C)c2)c1C(=O)O,-5%,0.8%,4%,28%,7%,inhibitors of VEEV 10K pilot screen=0.3
CCc1nnc(NC(=O)COC(=O)CN2C(=O)c3ccccc3C2=O)s1,-2%,i,-4%,-11%,-7%,
CCc1sc(N(C(=O)Cc2ccccc2)c2ccccc2F)nc1-c1ccc(C)cc1,1%,1.2%,6%,7%,3%,
O=C(O)c1ccccc1C(=O)NC1CCCCNC1=O (centres undefined),5%,1.1%,-1%,-5%,0%,
CCN=C1NN=C(c2c[nH]c3ccccc23)CS1,1%,0.6%,0%,-17%,4%,
Cc1cc(O)c(C(C)C)cc1N=C1CSC(=O)N1,6%,i,-7%,9%,5%,
COc1ccc(CCNc2nc(-c3sc(N)nc3C)cs2)cc1OC,22%,10%,5%,6%,-3%,
CC(C)Oc1ccccc1/C=N/Nc1ccccc1[N+](=O)[O-],31µM*,3.9%,13%,24%,-8%,
CC(=O)c1cnc(SCCN2C(=O)c3ccccc3C2=O)nc1C,-4%,0.7%,3%,-17%,-10%,
O=S(=O)(NC1CCCCC1)c1cccs1,-1%,1.9%,-6%,-6%,-4%,
Cc1ccc(NC(=O)C2CCN(S(=O)(=O)c3ccc4[nH]c(=O)ccc4c3)CC2)c(C)c1,-1%,i,-7%,-6%,-2%,
# Other compounds:
SMILES,influenza NS1A,inhibitors of VEEV,H37Rv inhibition,M. tuberculosis,Salmonella PhoP GFP,others
CC(C)(C)c1ccc(C(=O)NCC(=O)NCC(C)(C)N2CCOCC2)cc1,-10%,0.7%,nt,nt,nt,
N#CCCN1CCN(C(=S)c2ccc(-c3cc(Cl)ccc3Cl)o2)CC1,11%,i,3%,6%,9%,
Cc1ccc(N(C(=O)CNC(=O)c2ccco2)C(C(=O)NC2CCCCC2)c2cccnc2)cc1 (centres undefined),2%,0.5%,-2%,26%,5%,
COc1cccc(/C=N/NC(=O)CSCC(=O)Nc2ccccc2)c1O,6%,4.1%,6%,8%,38%,
O=C(CN(CCc1ccccc1)C(=O)CNS(=O)(=O)c1ccc(F)cc1)NCc1ccco1,-6%,3.1%,2%,16%,2%,
CC(Sc1nnc(-c2cccs2)n1C1CC1)C(=O)NCC1CCCO1 (centres undefined),-1%,0.6%,-14%,7%,nt,
CCN(CC)C(=O)Sc1cccc2cccnc12,0%,1.1%,-2%,12%,-2%,
CC1CCN(CC(O)COC2CCC(C(C)(C)C)CC2)CC1 (centres undefined),-2%,i,-6%,30%,1%,
O=C(NCC1CCCO1)c1ccc(NC(=O)C2CCCCC2C(=O)O)cc1 (centres undefined),-3%,0.2%,-8%,-1%,-8%,
C/C=C/c1ccc(OCCCCOc2ccccc2F)c(OC)c1,-4%,0.5%,8%,67%,-7%,
Cc1ccc(NC(=O)CSCC(=O)N(CCC(C)C)c2c(N)n(Cc3ccccc3)c(=O)[nH]c2=O)cc1,0%,4.5%,nt,nt,nt,
NC(N)=Nc1ccc(C=C2C=Cc3ccccc32)cc1,8%,i,nt,nt,nt,
FC(F)(F)c1cnc(Oc2ccccc2-c2nnc(-c3ccc(Cl)cc3)o2)c(Cl)c1,0%,4.1%,-4%,36%,-3%,
COc1cc(CNC(C)(C)C)ccc1OCC(=O)NC(C)(C)C,7%,i,-2%,-23%,2%,
CCc1ccccc1NC(=O)Cn1nnc(-c2cccs2)n1,-5%,i,-6%,-2%,-13%,
CC(C)c1cccc(C(C)C)c1NC(=O)CCl,4%,8.2%,5%,21%,5%,
O=C(CCc1nc2ccccc2c(=O)[nH]1)OCC(=O)c1ccc(C2CCCCC2)cc1,2%,1.1%,4%,-11%,-4%,
CCCn1c(=O)c2c(c3ccccc31)OCC(=O)N2,-6%,0.9%,-1%,-6%,-5%,
COc1ccc(N2CCN(C(=O)CCNS(=O)(=O)c3ccc4c(c3)CCC(=O)N4)CC2)cc1,3%,1.6%,-1%,0%,3%,
COCCCN(C(=S)Nc1cc(Cl)cc(Cl)c1)C(C)c1ccncc1 (centres undefined),2%,1.5%,0%,?,3%,
CCn1c(C(=O)N2CCCC(C(=O)NCCc3ccc(C)cc3)C2)cc2sccc21 (centres undefined),1%,5.5%,-3%,35%,11%,
COc1ccc(CCNC(=O)COc2cc(=O)n(C)c3ccccc23)cc1OC,-1%,0.1%,8%,2%,-2%,
NS(=O)(=O)c1cc(C(=O)OCC(=O)c2ccccc2)c(Cl)cc1Cl,0%,2.1%,2%,9%,11%,
Cc1cc(C)c(C#N)c(SCC(=O)Nc2ccc3c(c2)OCO3)n1,-3%,1.9%,14%,-10%,-2%,
COc1ccc(C(C)N2CC34C=CC(O3)C(C(=O)O)C4C2=O)cc1 (centres undefined),1%,0.6%,-1%,1%,1%,

# 6 entries already listed, arranged by length of the SMILES, rising:
SMILES,influenza NS1A,inhibitors of VEEV,H37Rv inhibition,M. tuberculosis,Salmonella PhoP GFP,others
CCCn1c(=O)c2c(c3ccccc31)OCC(=O)N2,-6%,0.9%,-1%,-6%,-5%,
COCCCN(C(=S)Nc1cc(Cl)cc(Cl)c1)C(C)c1ccncc1 (centres undefined),2%,1.5%,0%,?,3%,
COc1ccc(CCNC(=O)COc2cc(=O)n(C)c3ccccc23)cc1OC,-1%,0.1%,8%,2%,-2%,
CCn1c(C(=O)N2CCCC(C(=O)NCCc3ccc(C)cc3)C2)cc2sccc21 (centres undefined),1%,5.5%,-3%,35%,11%,
O=C(CCc1nc2ccccc2c(=O)[nH]1)OCC(=O)c1ccc(C2CCCCC2)cc1,2%,1.1%,4%,-11%,-4%,
COc1ccc(N2CCN(C(=O)CCNS(=O)(=O)c3ccc4c(c3)CCC(=O)N4)CC2)cc1,3%,1.6%,-1%,0%,3%,
